Screening results (PubChem)
DENV2 CPE rescue – protects cells from dengue virus 2 cytopathic effect; DENV2-infected cells, cytopathic effect rescue, plate reader; CPE inhibition, % at 9.99 µM; 350,000 compounds, 1.7% hits; AID 651640; in the data active = CPE inhibition above about 20%, passing the limit was not always enough; inconclusive = no clear call, values can overlap the other calls; tested in BHK-21 cells;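 note: 0% = median of neutral control wells and 100% = median of positive control wells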
S100A4 MyoIIA – S100A4-myosin IIA interaction inhibition | 360,000 compounds, 0.14% hits | P26447 | inhibition, % at 10.7 µM | S100A4/TAMRA-MyoIIA peptide fluorescence polarization;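 active = mean inhibition of at least 70% across replicates, with every replicate also reaching that level; inconclusive = mean inhibition reaches 70% but some replicates fall short; inactive = mean inhibition below 70%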
Target sequence (P26447 whole entry, looked up): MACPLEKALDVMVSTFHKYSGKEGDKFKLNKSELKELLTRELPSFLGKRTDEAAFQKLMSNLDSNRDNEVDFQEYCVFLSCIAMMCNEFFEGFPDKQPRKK
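Test system: S100A4 monomer protein. Medium: HEPES buffer with Ca2+, pH 7.2. Reagent: fluorescent myosin IIA peptide, 5 nM. Compound dosing: single-point compound testing. Timing: 5 min between mix addition and reading. Benchmarks: DMSO neutral and TFP positive wells.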
ERp5 block – inhibitors of human ERp5; inhibition, % at 9.99 µM; ERp5 insulin aggregation, absorbance 650 nm, 90 min; AID 651711; Q15084; 350,000 compounds, 0.05% hits;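 active = mean replicate inhibition above about 25%, with every replicate also reaching it, limit read from the data, passing the limit was not always enough; inconclusive = only one of those two criteria met; inactive = neither criterion met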
Target sequence (Q15084 whole entry, looked up): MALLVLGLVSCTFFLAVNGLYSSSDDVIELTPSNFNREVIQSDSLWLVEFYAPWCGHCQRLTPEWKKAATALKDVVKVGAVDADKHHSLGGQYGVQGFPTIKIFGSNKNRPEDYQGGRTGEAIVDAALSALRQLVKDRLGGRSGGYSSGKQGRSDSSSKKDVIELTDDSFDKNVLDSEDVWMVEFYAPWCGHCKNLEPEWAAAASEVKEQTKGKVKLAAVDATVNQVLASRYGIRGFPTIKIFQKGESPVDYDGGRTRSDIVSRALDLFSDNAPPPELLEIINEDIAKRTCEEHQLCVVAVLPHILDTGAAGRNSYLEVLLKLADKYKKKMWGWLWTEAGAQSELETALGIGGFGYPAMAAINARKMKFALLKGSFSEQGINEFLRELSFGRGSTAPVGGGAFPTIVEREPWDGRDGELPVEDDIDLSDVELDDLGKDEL
PglD DTNB – PglD (C. jejuni) enzyme inhibition | purified PglD enzyme, DTNB colorimetric CoA detection | inhibition, % at 12.5 µM | 360,000 compounds, 0.098% hits | AID 602405; in the data active = inhibition above about 16%, passing the limit was not always enough; inconclusive = no clear call, values can overlap the other calls; note: strong numbers were not always called active
SIRT5 block – blocks human SIRT5 desuccinylation of peptide | Q9NXA8 | Purified SirT5, succinyl-peptide AMC, trypsin-coupled fluorescence | inhibition, % at 15 µM | 330,000 compounds, 1.1% hits | AID 652115; in the data active = inhibition above about 15%; inconclusive = no clear call, values can overlap the other calls
Target sequence (Q9NXA8 whole entry, looked up): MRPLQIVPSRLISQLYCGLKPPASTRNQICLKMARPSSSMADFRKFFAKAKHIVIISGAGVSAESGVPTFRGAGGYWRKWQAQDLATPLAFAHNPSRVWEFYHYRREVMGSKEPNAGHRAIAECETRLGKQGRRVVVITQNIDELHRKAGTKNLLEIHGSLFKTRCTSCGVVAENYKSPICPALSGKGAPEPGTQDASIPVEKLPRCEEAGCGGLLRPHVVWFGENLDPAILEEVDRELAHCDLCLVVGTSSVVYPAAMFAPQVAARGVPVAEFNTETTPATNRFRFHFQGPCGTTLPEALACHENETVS
Statin myotox sup – suppressors of simvastatin-induced myotoxicity in C2C12 myotubes; ATP luminescence, 48 h; scaled: DMSO 0, geranylgeraniol control 100; rescue of ATP level, % at 7.49 µM; 330,000 compounds, 0.78% hits;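 active = mean ATP rescue above about 67%, or every replicate alone reaching that limit, limit read from the data, passing the limit was not always enough; inconclusive = no clear call, values can overlap the other calls; inactive = mean under the limit and some replicate under it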;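 note: myotubes were challenged with 10 µM simvastatin during compound exposure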
E-sel inducer – E-selectin induction on HUVECs. P16581. HUVEC E-selectin immunofluorescence imaging; normalized: neutral wells 0, TNF-alpha wells 100. activation, % at 7.58 µM. 260,000 compounds, 0.37% hits;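 active = mean E-selectin-positive cell signal at least 10% of the positive control, reached in at least 60% of replicates, without over 20% cell loss; inconclusive = no rule given, readout overlaps actives, possibly toxicity-flagged; inactive = the rest, including those meeting only one limit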;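 note: in these data hits start at about 27%; measured in HUVEC primary endothelial cells; signal is the percent of cells scored E-selectin positive by PE staining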
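Assay system: HUVEC primary endothelial cells. Input: 3,000 HUVEC seeded per well. Doses: one compound dose added by pin transfer. Read-out basis: % PE-positive cells. Benchmarks: TNF-alpha high, DMSO low. Detection: immunofluorescence imaging. Buffer or medium: EGM-2, gelatin.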
The depositor's hits bear a star; u = inconclusive; x = not tested or not shown; & = joins results of further samples. A portion of the library; rates above refer to the full screens.

SMILES	DENV2 CPE rescue	S100A4 MyoIIA	ERp5 block	PglD DTNB	SIRT5 block	Statin myotox sup	E-sel inducer
COc1cc2sc(-c3ccc(S(C)(=O)=O)cc3)c(C(=O)NCCCCO)c2cc1OC	-4	6	-1	-4	14	x	0.7
CCCN(C(=O)Cc1ccc(S(=O)(=O)N2CCOCC2)s1)c1c(N)n(Cc2ccccc2)c(=O)[nH]c1=O	-5	-1	5	6	-7	x	x
CCOC(=O)c1oc2ccccc2c1COC(=O)C(C)NC(=O)c1ccco1 (configuration not stated)	5	-9	-4	0	-1	10	x
COc1ccc(NC(=O)Nc2ccc3c(c2)CC(=O)N([C@H](C)CO)C[C@@H](C)[C@@H](CN(C)C(=O)Nc2ccc(OC)cc2)O3)cc1	1	-2	3	-1	-2	-8	0.2
CCc1ccc(NC(=O)C(=O)NCC(O)c2ccccc2)cc1 (configuration not stated)	-3	1	-1	x	-2	x	0.8
O=C(NCc1ccc(F)cc1)OC1CC2CC1[C@H]1CCCCN1C2=O (some centres not stated)	u	1	19	x	7	x	0.1
COc1ccccc1CNC(=O)COn1nnc2ccc(S(=O)(=O)N3CCOCC3)cc21	7	-3	11	-5	-5	0	0.4
O=C(CNCc1ccccc1)Nc1ccc(Cl)cc1	3	-3	7	2	-3	4	0.2
O=C(Cc1ccccn1)NCC[C@H]1CC[C@@H](NC(=O)c2ccccc2F)[C@H](CO)O1	-6	-9	0	1	-1	-1	0.7
CCOc1ccc(C(=O)Nc2ccc(N3CCN(C(C)=O)CC3)cc2)cc1[N+](=O)[O-]	4	-9	-3	-7	-2	x	-0.1
CC1=C/C(=N\OC(=O)/C=C/c2ccccc2)C(C)=CC1=O	x	x	x	0	x	5	-0.3
CCCCCCNc1cc(C)oc(=O)c1C(C)=O	1	-1	0	x	-3	x	-1.9
CN1C(C(=O)NCC2CC2)CC2Cn3c(nc4cc5ccccc5cc43)C21 (configuration not stated)	-5	-3	1	4	x	2	0.0
CN(C)C(=O)c1ccc(-c2ccc([C@@H]3[C@@H](CO)N4CCCCN(C(=O)C5CC5)C[C@@H]34)cc2)cc1	2	-13	1	-5	1	7	0.1
Cc1cccc(S(=O)(=O)NNC(=O)c2cc(-c3ccc(F)cc3)nc3ccccc23)c1	5	2	5	2	0	11	x
COc1ccc(CN(C)C[C@@H]2Oc3c(NC(=O)CCCCCC(=O)Nc4ccccc4N)cccc3C(=O)N([C@@H](C)CO)C[C@H]2C)cc1	-6	5	2	x	2	x	-0.2
CCN1C(=O)[C@H]2[C@@H](c3ccc(C)cc3)N3C(=O)N(c4cccc(Cl)c4)C(=O)[C@@]3(C)[C@H]2C1=O	-20	2	-3	4	x	-4	-0.2
O=C(CN1CCN(C2CCCCC2)CC1)c1c[nH]c2ccccc12	x	x	x	2	x	4	1.8
C[C@@H]1CN([C@H](C)CO)C(=O)c2cc(NS(=O)(=O)c3ccc(F)cc3)ccc2O[C@@H](C)CCCCO[C@@H]1CN(C)CC1CCCCC1	8	-4	-5	-2	19*	-248	-0.1
COc1cccc(C#Cc2ccc([C@H]3[C@@H](CO)N4C(=O)CN(C(C)=O)C[C@H]34)cc2)c1	10	6	-1	x	-1	x	0.1

Among those listed so far, these contain an NH in an aromatic ring:
SMILES	DENV2 CPE rescue	S100A4 MyoIIA	ERp5 block	PglD DTNB	SIRT5 block	Statin myotox sup	E-sel inducer
CCCN(C(=O)Cc1ccc(S(=O)(=O)N2CCOCC2)s1)c1c(N)n(Cc2ccccc2)c(=O)[nH]c1=O	-5	-1	5	6	-7	x	x
O=C(CN1CCN(C2CCCCC2)CC1)c1c[nH]c2ccccc12	x	x	x	2	x	4	1.8

Next section
SMILES	DENV2 CPE rescue	S100A4 MyoIIA	ERp5 block	PglD DTNB	SIRT5 block	Statin myotox sup	E-sel inducer
CN(C)CCOCCOc1ccc(Cl)cc1C(C)(C)C	-2	-5	-5	x	3	x	0.1
COc1ccc(NC(=O)Nc2ccc3c(c2)CC(=O)N([C@@H](C)CO)C[C@@H](C)[C@@H](CN(C)Cc2ccncc2)O3)cc1	-10	-53	-2	1	1	-12	x
Cc1cc(C)n(C(C)CNC(=O)c2ccc3c(c2)OCO3)n1 (configuration not stated)	u	5	1	1	-3	31	-0.1
COC(=O)c1cnn(-c2ccccc2)c1N	u	4	5	2	0	-40	2.2
Cc1cccc(NC(=S)N(c2ccccc2)C(C)C)c1C	8	-7	-3	x	-1	x	1.9
CS(=O)(=O)c1ccc2nc(NC(=O)C3CCCCC3)sc2c1	-1	7	-4	1	2	-69	x
COC(=O)c1cccc(Nc2nc(-c3cccnc3)nc3ccccc23)c1	18	-3	3	-6	-5	-23	1.8
CCC(C)Sc1nc2c(cnn2-c2ccc(C)c(C)c2)c(=O)[nH]1 (configuration not stated)	-3	-4	8	2	-1	-19	-1.5
CC(C)(C)OC(=O)N1Cc2ccccc2C[C@H]1C(=O)NC1CCCC1	0	2	2	-1	-3	4	0.8
Clc1ccc2nc(CN3CCCc4ccccc43)cn2c1	-2	-1&1	1&4	-4	-4	-55	x
O=C(C[C@@H]1C[C@@H]2c3cc(NC(=O)c4ccc5c(c4)OCO5)ccc3O[C@@H]2[C@H](CO)O1)NCC(F)(F)F	0	3	1	1	2	-1	0.5
Cc1cccc(N(CC(=O)N/N=C/c2ccccc2C(=O)O)S(C)(=O)=O)c1C	2	1	3	8	-4	1	3.3
CCOc1ccc(N2CC(C(=O)OCC(=O)c3ccc(OC)cc3)CC2=O)cc1 (configuration not stated)	-5	0	5	-4	-5	-7	x
Cc1ccc(-c2cc(C(=O)N3CCc4ccccc4C3)[nH]n2)cc1C	-3	-4	8	0	-1	2	x
O=C(OCc1ccccc1)N1CCC2CC1c1ccc(-c3ccc4c(c3)OCO4)cc12 (configuration not stated)	59*	6	-3	0	3	4	-6.4
CCc1nc(Nc2ccccc2OC)c2oc3ccccc3c2n1	10	-2	0	-7	-2	-5	x
CC1CC(C)CN(S(=O)(=O)c2cc3c4c(c2)CCC(=O)N4CCC3)C1 (configuration not stated)	3	-3	1	1	-1	12	-0.3
O=c1[nH]c(O)c(/C=C2\C=Nc3ccccc32)[nH]1	u	-12	5	2	-2	-5	0.1
Cn1cccc1Cc1nnc(SCC(=O)NCCc2ccccc2)n1-c1ccc(F)cc1	3	4	0	4	x	-7	0.2
Cc1cc(C(=O)COc2ccc(Cl)cc2Br)c(C)n1C	-2	5	0	x	-2	x	1.4

Taken from above.
Reading of CCCN(C(=O)Cc1ccc(S(=O)(=O)N2CCOCC2)s1)c1c(N)n(Cc2ccccc2)c(=O)[nH]c1=O in ERp5 block: 5
Reading of COc1cc2sc(-c3ccc(S(C)(=O)=O)cc3)c(C(=O)NCCCCO)c2cc1OC in PglD DTNB: -4
Reading of O=C(CN1CCN(C2CCCCC2)CC1)c1c[nH]c2ccccc12 in E-sel inducer: 1.8
Reading of Clc1ccc2nc(CN3CCCc4ccccc43)cn2c1 in ERp5 block: 1&4

(listing goes on)
SMILES	DENV2 CPE rescue	S100A4 MyoIIA	ERp5 block	PglD DTNB	SIRT5 block	Statin myotox sup	E-sel inducer
CCOC(=O)C1(Cc2ccccc2Cl)CCN(C(=O)CCn2ccnc2C)CC1	-3	-5	8	8	8	9	0.0
CCCN1[C@@H]2c3ccc(-c4ccncc4)c(=O)n3C[C@H]1[C@H](CO)[C@H]2C(=O)NCC1CC1	-10	70	-13	2	2	-13	0.0
O=C(c1ccc(O)cc1)c1ccc(O)cc1O	0	-4	4	-9	1	x	5.4
CCN(CC(=O)NCc1cccs1)C(=O)COc1ccc(C(N)=O)cc1	15	-5	9	7	-12	6	-0.5
O=C(Cc1ccccn1)NCC[C@@H]1CC[C@@H](NC(=O)Nc2ccc(F)cc2)[C@H](CO)O1	1	-9	-5	-2	-3	5	-2.5
COc1ccc(NC(=O)N[C@H]2C=C[C@@H](CC(=O)NCc3ccccn3)O[C@@H]2CO)cc1	u	-6	2	0	-9	3	5.1
Fc1cccc(Cc2c(C3CCCCC3)nc3ccc(Br)cn23)c1	2	-4	-7	2	-1	-6	-1.3
COc1cc(O)cc(/C=C/c2ccccc2)c1	-2	-10	0	1	-4	-3	2.8
COc1ccc(F)cc1-c1cc(C(=O)Nc2cccnc2)[nH]n1	0	-4	10	8	0	-20	-0.4
COCc1ccc(CN2CCCC(CO)(Cc3cccc(OC)c3)C2)o1 (configuration not stated)	-4	-1	3	3	-3	-9	0.9
O=C(N/N=C/c1ccccn1)c1ccc(S(=O)(=O)N2CCCCCC2)cc1	1	3	3	x	8	x	x
O=C(CN1C(=O)NC2(CCCC2)C1=O)N1CCN(S(=O)(=O)c2cccc(C(F)(F)F)c2)CC1	7	1	-6	-7	-1	-3	0.4
Cn1c(=O)cc2c3c(c(N4CCCCC4)ccc31)C(=O)c1ccccc1-2	0	103*	-1	3	-4	x	x
O=C(CNc1cc(S(=O)(=O)N2CCOCC2)ccc1NCC1CCCO1)Nc1cccc(F)c1 (configuration not stated)	0	13	2	3	0	x	-0.1
Cn1c(N)c(C(=O)CNC2CCCCC2)c(=O)n(C)c1=O	x	x	x	0	x	7	-0.2
Cc1noc(C)c1S(=O)(=O)Nc1ccc2c(c1)C(=O)N([C@H](C)CO)C[C@@H](C)[C@@H](CN(C)C(=O)c1ccccc1)OCCCC[C@@H](C)O2	2	0	-2	4	1	x	0.6
CC(C)CCNC(=O)C1CC(c2cccc(F)c2)=NO1 (configuration not stated)	u	0	9	2	1	0	0.5
CCn1nc(NC(=O)CC(C)C)c2cc3ccc(C)cc3nc21	0	-18	-1	7	-3	-6	x
CN(C)c1ccc(NC(=O)Nc2ccc3c(c2)c(=O)n(C)n3-c2ccccc2)cc1	-4	2	4	6	x	-28	-0.2
C[C@H]1CN([C@@H](C)CO)C(=O)Cc2cc(NC(=O)C3CCCCC3)ccc2O[C@H]1CN(C)Cc1ccc(C(=O)O)cc1	-9	5	5	1	-3	7	0.0
C=CCNC(=O)c1ccc(-c2nc3ccccc3nc2-c2ccccc2)cc1	3	-2	1	-7	-3	13	x
O=C(NCCc1ccccc1)C(=O)NC1CCCCC1	-1	-1	2	-5	2	36	x
CCN(Cc1ccccc1)C(=O)CCc1nnc(CCCc2ccccc2)o1	-1	-2	-8	5	-4	17	-1.2
CC(=O)NC(NC(=S)Nc1ccccc1Br)C(Cl)(Cl)Cl (configuration not stated)	10	-2	-3	x	-2	x	x
O=C(C[C@H]1C[C@@H]2c3cc(NS(=O)(=O)c4ccc(F)cc4)ccc3O[C@@H]2[C@@H](CO)O1)NCCN1CCCCC1	8	4	-2	-1	0	-1	0.1
COc1cccc(C2CC(=O)Nc3cc(OC)c(OC)cc32)c1 (configuration not stated)	0	-4	1	6	-4	-2	0.7
Cc1ccccc1-c1ccc([C@H]2[C@H](CO)N3CCCCN(C(=O)Nc4ccccc4)C[C@@H]23)cc1	-13	1	-5	2	3	x	-0.3
CCN(CC(=O)NCc1cccs1)C(=O)c1ccc(C)o1	0	-6	-10	-5	-3	2	x
OCC1CCCCN1CCNCc1cn[nH]c1-c1cccc2ccccc12 (configuration not stated)	5	0	11	-3	8	-5	6.5
O=C(Nc1ncc(Cc2cccc(Cl)c2)s1)C1=NCCN1	x	-1	-1	4	x	-90	x
COCC(=O)NC[C@H]1[C@H](c2ccccc2)[C@@H](CO)N1C(C)=O	-4	1	0	-2	x	-6	0.0
Cc1noc(C)c1NC(=O)N[C@H]1C=C[C@@H](CC(=O)N2CCCCC2)O[C@@H]1CO	-5	-6	2	2	11	7	-0.1
Cc1ccc(C)c(OCC(=O)Nc2cccc(S(=O)(=O)NC3=NCCCCC3)c2)c1	-1	0	2	-4	-1	x	-0.3
CCC(CO)Oc1cc(NCc2cccc(OC)c2)c2ncn(C(C)C)c2c1 (configuration not stated)	-9	-6	-1	-1	x	17	-0.1
O=C(CCn1c(=S)oc2ccccc21)Nc1ccc(F)cc1	8	2	-3	x	14	x	-0.6
